High-throughput results deposited in PubChem BioAssay by National Center for Advancing Translational Sciences (NCATS).
EPAC1 ag: activates human EPAC1 exchange factor; EPAC1 agonist qHTS, biochemical assay; response scale: 100% = response to 6.5 mM cAMP; Potency, µM (highest dose often 154 µM), for inactives: top-dose activation, most hits filed as activators; hit rate 0.073% among 360,000; further: potency means the concentration at half of the fitted maximal effect; nearly all actives have a fitted effect of over 60% in size
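Fluorescent GDP-exchange assay: 100 nM EPAC1 with 250 nM Rap1B preloaded with BODIPY-GDP and 50 uM GDP; compounds tested as concentration series, 5 min at room temperature, then read every 5 min for 30 min (ex 480/em 540 nm); normalized to 6.5 mM cAMP.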
EPAC1 antagonist: EPAC1 (human) antagonism; EPAC1 GEF assay, Rap1b-BODIPY-GDP exchange fluorescence; O95398; AID 720709; Potency, µM (highest dose often 115 µM), without a hit: at the top dose activity change, negative = inhibition, usual class: inhibitors; hit rate 0.14% among 360,000;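 further: potency means the concentration at half of the fitted maximal effect; plate controls were vehicle for no effect and positive control for full effect; nearly all actives have a fitted effect of over 50% in size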
Mm-Cpn inhibitor: blocks the Methanococcus maripaludis chaperonin Mm-Cpn; purified Mm-Cpn ATPase, ADP Transcreener TR-FRET; Potency, µM (series often up to 76.9 µM), for the others: at the highest dose activity, negative = inhibition, hits mostly inhibitors; hit rate 0.031% among 330,000; AID 504842; further: potency means the concentration at half of the fitted maximal effect; on the % scale 0 is the no-effect control and ±100 the full control effect; nearly all actives have a fitted effect of over 80% in size
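Purified archaeal chaperonin (25 nM final) was preincubated with compound for 10 min at 37°C, then ATP (10 uM final) was added for 30 min at 37°C in Tris pH 7.4/KCl/MgCl2/DTT buffer. ADP was quantified by HTRF Transcreener TR-FRET.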
PLK1 PBD block: blocks phosphopeptide binding to human PLK1 polo-box domain. P53350. Plk1 PBD binding of FITC phosphopeptide, fluorescence polarization. Potency, µM, without a hit: max response, negative = inhibition, actives largely listed as inhibitors. hit rate 2.8% among 360,000. AID 720504; further: potency means the concentration at half of the fitted maximal effect; series mostly up to about 57 µM; on the % scale 0 is the no-effect control and ±100 the full control effect; nearly all actives have a fitted effect of over 65% in size
Target sequence (P53350 whole entry, looked up, the tested form may be a part): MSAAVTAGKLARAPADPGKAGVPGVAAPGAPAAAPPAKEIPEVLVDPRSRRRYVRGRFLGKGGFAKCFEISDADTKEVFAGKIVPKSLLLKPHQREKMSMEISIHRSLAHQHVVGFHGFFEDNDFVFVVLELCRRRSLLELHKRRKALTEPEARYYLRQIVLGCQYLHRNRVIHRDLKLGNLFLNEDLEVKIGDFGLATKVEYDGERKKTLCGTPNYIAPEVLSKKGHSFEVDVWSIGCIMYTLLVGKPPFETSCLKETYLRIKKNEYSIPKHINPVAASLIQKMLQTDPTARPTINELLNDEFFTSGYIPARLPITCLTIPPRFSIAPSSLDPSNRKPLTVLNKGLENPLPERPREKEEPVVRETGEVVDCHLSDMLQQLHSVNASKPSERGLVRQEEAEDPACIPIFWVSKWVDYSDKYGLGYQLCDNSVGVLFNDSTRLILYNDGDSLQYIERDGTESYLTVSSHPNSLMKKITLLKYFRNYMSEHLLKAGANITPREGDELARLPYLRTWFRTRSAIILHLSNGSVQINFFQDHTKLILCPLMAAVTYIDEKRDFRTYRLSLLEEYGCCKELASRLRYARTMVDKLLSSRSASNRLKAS
CCT modulator: cytosolic chaperonin activity modulation; activity change, % (no concentration beside the values), hits read low; purified chaperonin ATPase assay, HTRF ADP detection, 30 min; hit rate 0.3% among 360,000; AID 651819; in the data active means activity change below about -30%; further: on the % scale 0 is the no-effect control and ±100 the full control effect
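TRiC at 40 or 20 nM final (batch-dependent) in 30 mM Tris pH 7.4, 100 mM KCl, 5 mM MgCl2, 1 mM DTT, with compound at single 76 uM and 10 uM ATP, 30 min at 37 deg C. ADP detected by HTRF Transcreener, 665/615 ratio.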
EPAC2 antagonist: blocks human EPAC2 exchange factor. EPAC2 GEF exchange of Rap1B-BODIPY-GDP, fluorescence. Potency, µM (doses to about 114 µM), for the others: at the highest dose activity, negative = inhibition, usual class: inhibitors. hit rate 0.18% among 360,000; further: potency means the concentration at half of the fitted maximal effect; on the % scale 0 is the no-effect control and ±100 the full control effect; nearly all actives have a fitted effect of over 45% in size; many of its hits are not listed in these tables
PI5P4Ka inh: inhibitors of human PI5P4K alpha; AID 652105; max response, %; PI5P4Kalpha enzyme, ADP-Glo luminescence, 60 min; hits give low values; hit rate 1.2% among 330,000; P48426; active means max response of -50% or lower; inconclusive means between -30% and -50%; inactive means -30% or higher; further: value at the top dose of about 77 µM; on the % scale 0 is the no-effect control and ±100 the full control effect
Target sequence (P48426 whole entry, looked up): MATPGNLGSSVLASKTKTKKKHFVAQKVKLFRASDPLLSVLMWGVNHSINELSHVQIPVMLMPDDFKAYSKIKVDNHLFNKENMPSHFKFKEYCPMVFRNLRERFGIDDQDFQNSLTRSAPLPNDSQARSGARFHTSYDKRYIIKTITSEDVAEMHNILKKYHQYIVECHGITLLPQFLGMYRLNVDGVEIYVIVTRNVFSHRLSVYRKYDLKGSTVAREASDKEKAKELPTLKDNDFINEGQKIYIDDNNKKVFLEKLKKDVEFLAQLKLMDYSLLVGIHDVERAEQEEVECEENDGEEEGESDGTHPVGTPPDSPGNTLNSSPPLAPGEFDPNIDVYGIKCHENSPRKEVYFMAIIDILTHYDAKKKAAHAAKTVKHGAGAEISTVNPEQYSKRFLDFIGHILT
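Controls without substrate or without enzyme flank wells where PI5P4Kalpha converts substrate using 5 microM ATP (final). Incubation lasts 60 minutes at room temperature; ADP formed is read by ADP-Glo luminescence.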
WRN helicase inh: inhibitors of human WRN helicase | Q14191 | WRN helicase unwinding, fluorescent forked duplex, kinetic | Potency, µM (titrated, usually from 114 µM), for the others: at the highest dose activity change, negative = inhibition, actives largely listed as inhibitors | hit rate 0.46% among 360,000 | AID 651768; further: potency means the concentration at half of the fitted maximal effect; on the % scale 0 is the no-effect control and ±100 the full control effect; nearly all actives have a fitted effect of over 55% in size
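WRN at 20 nM final was preincubated with compound for 15 min at room temperature; reaction started with 100 nM forked duplex oligonucleotide carrying fluorophore and quencher plus 2 mM ATP (final). Unwinding followed kinetically by red fluorescence (ex 525/em 598 nm).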
* = called active by the depositor; ? = inconclusive; / = not tested or not shown; & = joins results of further samples; [ ] = another dose, or the depositor's remark. Unless noted, the call rests on the fitted dose curve; in most records, active means well fitted curve in the direction sought with a large enough effect; inconclusive means small, poorly fitted or top-dose-only effect, or another doubt; inactive means no such curve, though single readings can be large; an effect the other way counts as inactive or inconclusive. Some of the compounds tested (hit frequency here may not be typical).

SMILES	EPAC1 ag	EPAC1 antagonist	Mm-Cpn inhibitor	PLK1 PBD block	CCT modulator	EPAC2 antagonist	PI5P4Ka inh	WRN helicase inh
CN1C(=O)C(c2ccccc2)C(=O)N(C)C1=O	2%	-5%	/	-13%	-0.6	13%	-12	-2%
CCC1(C(=O)c2ccc(C)cc2)C2c3ccccc3OC(=O)C21C(=O)O (centres undefined)	9%	-6%	0%	-8%	-1.0	-13%	0	-10%
CCOC(=O)C1=C(N)Oc2c(c(=O)oc3ccccc23)C12C(=O)N(C)c1ccccc12 (centres undefined)	7%	10%	-1%	-11%	0.1	0%	-4	-2%
CN1CCN(c2nc(N)c(Br)c(Cl)n2)CC1	0%	-9%	-4%	-4%	-0.8	12%	3	-4%
CC(=O)c1ccc(OC(NC(=O)Cc2ccccc2)C(Cl)(Cl)Cl)cc1 (centres undefined)	0%	13%	1%	13µM*	0.0	-2%	/	1%
O=c1[nH]c2ccccc2c(=O)n1-c1ccc(Cl)cc1Cl	-5%	15%	1%	5%	-6.3	12%	5	1%
CCCCOc1ccc(C(C)=O)cc1Cc1c(O)[nH]c(=S)[nH]c1=O	-5%	-24%	-1%	?	-1.0	-6%	-14	5%
Nc1c(C(=O)NCc2ccco2)c2nc3ccccc3nc2n1CCN1CCCCC1	29%	-8%	-1%	-4%	-3.8	-12%	/	-35%
O=c1[nH]c(=O)n(Cc2ccccc2)c(O)c1C=Nc1ccc(CN2CCOCC2)cc1	1%	12%	?	-3%	-3.5	3%	-14	-2%
O=[N+]([O-])c1oc2ccc3ccccc3c2c1CCO	4%	-6%	/	-1%	-0.6	-5%	-3	6%
C[N+]1(C)C2CC(OC(=O)[C@H](CO)c3ccccc3)CC1C1OC12 (some centres undefined)	0%	11%	/	-8%	-0.2	17%	0	1%
COc1cc2c(cc1OC)C13CCN4CC5CCOC6CC(=O)N2C1C6C5CC43 (centres undefined)	7%	-1%	/	2%	-0.8	3%	-2	0%
Cc1cccn2c(=O)c3c(nc12)N1CCCCC1C1(C3)C(=O)N(C)C(=O)N(C)C1=O (centres undefined)	6%	-2%	2%	5%	-1.4	-7%	0	-6%
N#CC1(c2ccccc2)CCN(C2CC(=O)N(c3ccc(F)cc3)C2=O)CC1 (centres undefined)	4%	-5%	0%	-3%	2.1	-3%[57.1 µM]	11	3%
CN1C(=O)C(Cc2ccccc2)C(=O)N(C)C1=O	6%	6%	/	?	0.3	1%	9	-2%
CCOc1cc2c(cc1OCC)-n1cccc1C(c1ccc(C)cc1C)NC2 (centres undefined)	7%	-7%	-2%	-1%	1.0	-5%	3	-4%[57.1 µM]
COC(=O)C1=C(c2ccccc2)C[C@@H]2CC[C@H]1N2C(=O)N1CCC(O)CC1	7%	11%	/	9%	-1.5	8%	0	-1%
COc1ccc(NC(=O)CN(C)C(=O)CSC(c2ccccc2)c2ccccc2)cc1	0%	-25%	-1%	-17%	2.6	-15%	4	-10%
O=C(/C=C/c1ccc(F)cc1)NC(=S)N1C[C@H]2C[C@H](C1)c1cccc(=O)n1C2	-14%	-9%	-3%	-20%	0.5	0%	-9	6%
CC1C2Cc3ccc(O)cc3[C@]1(C)CCN2CCc1ccccc1 (some centres undefined)	-16%	-11%	1%	-15%	-0.9	9%	-4	8%
C=CCn1c(O)c(C(C)=Nc2ccc3c(c2)CCC3)c(=O)[nH]c1=O	0%	4%	0%	-3%	-2.0	1%	-14	2%
COc1cc(CC2C(=O)N(C)C(=O)N(C)C2=O)ccc1OCc1ccccc1	8%	3%	1%	-27%	-4.9	-2%	/	-14%
CC(C(=O)c1ccc2ccccc2c1)N1CCCCC1 (centres undefined)	0%	6%	2%	-8%	-0.2	4%	4	0%
ClCCN(CCCl)c1ccc(C=NNc2ncccn2)cc1	7%	-6%	/	-3%	0.8	-21%	0	-9%
CCN1CCN(CC(c2ccccc2)c2ccccc2)CC1	1%	-12%	2%	-9%	-1.1	-2%	-6	?
c1ccc(-c2[nH]c(-c3ccccc3)[n+](CC3CO3)c2-c2ccccc2)cc1 (centres undefined)	12%	-9%	-1%	2%	-0.7	-4%	19	-34%
CN1C(=O)C(Cc2nc3ccccc3c(=O)n2-c2ccccc2)c2ccccc21 (centres undefined)	3%	7%	0%	-5%	-0.3	14%[57.1 µM]	0	9%
O=c1[nH]c(=S)[nH]c(O)c1N=Nc1ccc(S(=O)(=O)N2CCc3ccccc32)cc1	4%	-2%	-2%	0%	0.4	12%	-58*	-24%[57.1 µM]
CCC1(CCC(C)C)C(=O)NC(=O)N(c2ccccc2)C1=O (centres undefined)	2%	-3%	/	-12%	1.1	-2%	-1	-1%
CCOC(=O)C1CCN(/C=C2/C(=O)NC(=S)N(c3cccc(OC)c3)C2=O)CC1	2%	-4%	0%	-13%	-42*	19%	-10	-1%
CN1CCc2cc3c(cc2C1)OCO3	-12%	-8%	/	-19%	-2.0	-3%	-3	0%
O=c1[nH]c(=O)n(-c2ccccc2)c(O)c1/C=C/C=Nc1ccccc1	?	37%[activator]	0%	47%[activator]	0.4	54%[activator]	-14	-18%
Cc1nc2cc(-c3ccc(Cl)cc3)nn2c(C)c1CCC(=O)N1CCC2(CC1)OCCO2	-1%	-7%	/	-5%	0.1	0%	-8	0%
O=C(c1ccc(Cl)cc1)C1CCCN(Cc2cccc3cnccc23)C1 (centres undefined)	-4%	-10%	0%	-7%	-0.8	-23%	1	-9%
CCOC(=O)[C@]12Cc3ccc4ccccc4c3[C@H]1N(Cc1ccccc1)C(=O)c1ccccc12	0%	17%	/	?	1.2	1%	2	-3%
C(#CCN1CCCC1)CN1CCCC1	9%	-4%	-2%	1%	-2.1	9%	3	-5%
Clc1cccc(Cl)c1NC1=NCCS1	-21%	2%	/	-3%	2.3	?	8	15%
CC(C)n1c(=O)c(C=Nc2ccc(Br)cc2)c(O)n(Cc2ccco2)c1=O	0%	-30%	?	-9%	-0.1	1%	-25	-10%
C=CCN1Cc2ccccc2-n2nncc2C1	11%	1%	/	-6%	1.5	-2%	0	0%
COC(=O)C1=C(c2ccc(Cl)c(C(F)(F)F)c2)C[C@@H]2CC[C@H]1N2C(=O)NCCOc1ccccc1Cl	-7%	-17%	-1%	-1%	-0.6	-23%	-2	-8%
C[C@]12CCC3C(CC[C@H]4C[C@H](O)CC[C@]34C)C1[C@@H](O)C[C@@H]2O (some centres undefined)	4%	3%	2%	3%	0.0	17%	-1	-7%
O=c1cccc2n1CC1CC2CN(S(=O)(=O)c2ccccc2)C1 (centres undefined)	1%	-26%	-1%	-8%	-1.6	2%	/	1%
CCOC(=O)c1ccc(NC(=O)CCOc2ccc(C)cc2)cc1	-5%	-4%	?	-3%	-0.6	-3%[57.1 µM]	0	13%
CCOC(=O)c1c(C=O)c2ccccc2n1Cc1ccccc1F	-1%	4%	0%	-1%	1.4	?	3	-12%[57.1 µM]
CN1CC[C@@]23CCCC[C@@H]2[C@@H]1Cc1ccc(O)cc13	-13%	0%	-4%[15.4 µM]	-5%	-0.3	2%	-8	9%
O=C(NC1CCCCC1)N1Cc2cc(N3CCCCC3)ccc2-n2nncc2C1	-11%	31%[activator]	/	0%	0.2	6%	-1	6%
CC(C)(C)n1nnnc1C(CCc1ccccc1)N1CCC(n2c(=O)[nH]c3ccccc32)CC1 (centres undefined)	-1%	-8%	/	-8%	-1.3	-28%	7	-1%
Cc1ccc(C(=O)N2CC2C)cc1 (centres undefined)	16%	-13%	/	-8%	-0.7	-1%	1	-16%
O=C(CN1CC=C(c2ccccc2)CC1)NC(=O)NCc1ccco1	-5%	-11%	4%	-12%	2.4	2%	-12	-4%
C1CCC(NC2CCCCC2)CC1	-23%	-6%	-1%	-1%	0.2	-2%	0	6%
CCOC(=O)C1C2NC(=O)N(Cc3ccccc3)C1(C)Oc1c(OC)cccc12 (centres undefined)	2%	4%	0%	1%	-2.5	-3%	/	-3%
CO[C@H]1C=C2CCN(C)[C@H]2C2c3cc4c(cc3C(=O)O[C@@H]21)OCO4 (some centres undefined)	-9%	-5%	0%	-17%	-1.4	-19%	2	-8%
CNC(C(=O)c1ccccc1)C(OC(C)=O)c1cccc([N+](=O)[O-])c1 (centres undefined)	0%	-13%	-3%	-17%	-3.4	-3%	5	?
COc1ccccc1C=C1C(=O)NC(=S)NC1=O	12%	-17%	/	24µM*	-11	-12%	-86*	?
N#CC1=C(N)Oc2n[nH]c(-c3cccs3)c2C1c1ccsc1 (centres undefined)	-3%	-8%	0%	27µM*	-0.1	4%	-56*	?
CC1CCCC(NC(=O)COC(=O)Cc2ccccc2)C1C (centres undefined)	2%	-7%	1%	-6%	-2.0	6%	0	-1%
C[C@]12CC[C@H](OS(=O)(=O)O)CC1=CC[C@@H]1[C@@H]2CC[C@]2(C)C(=O)CC[C@@H]12	-23%&-8%&-2%	?	-1%&1%	-13%&-17%&0%	-1.8&-3.2&-3.1	-7%&24%&-12%	0&6&3	3%&8%&-4%
CC1(C)CN=C(Nc2nc3ccccc3s2)S1	4%	-11%	0%	-6%	-4.3	-6%	-1	-7%
O=c1[nH]c(=O)n(Cc2ccc(F)cc2)c(O)c1C=NCCN1CCCCC1	1%	-9%	0%	-12%	-0.2	0%	/	6%
Cn1c(O)c(C=Nc2ccc(Br)cc2)c(=O)n(C)c1=O	0%	-9%	1%	-2%	0.2	-5%	-2	-20%
CC(=NCc1ccc2c(c1)OCO2)c1c(O)n(C)c(=O)n(C)c1=O	2%	7%	1%	1%	-3.4	7%	/	-3%
CN1CCC(O)(c2ccccc2)C2CCCC21 (centres undefined)	0%	2%	0%	-2%	0.4	4%	/	3%
O=c1[nH]c(=O)n(Cc2ccccc2)c(O)c1/C=C1\C=Nc2ccccc21	-9%	?	-15%	?	-1.7	-17%	-16	-19%

Structures above that have a nitro group on carbon, in the order listed:
SMILES	EPAC1 ag	EPAC1 antagonist	Mm-Cpn inhibitor	PLK1 PBD block	CCT modulator	EPAC2 antagonist	PI5P4Ka inh	WRN helicase inh
O=[N+]([O-])c1oc2ccc3ccccc3c2c1CCO	4%	-6%	/	-1%	-0.6	-5%	-3	6%
CNC(C(=O)c1ccccc1)C(OC(C)=O)c1cccc([N+](=O)[O-])c1 (centres undefined)	0%	-13%	-3%	-17%	-3.4	-3%	5	?
